Screening data deposited in PubChem BioAssay by Sanford-Burnham Center for Chemical Genomics.
tim23-1 inh = tim23-1 yeast growth inhibition; S. cerevisiae tim23-1 growth, BacTiter-Glo luminescence, 24 h; inhibition, % at 20 µM; actives 1.3% (n = 330,000); AID 463212;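 active = growth inhibition of the mutant yeast at or above 50%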;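 also: temperature-sensitive mutant grown at 25 °C; plate controls were DMSO-treated mutant yeast for no effect and medium wells lacking yeast for full effect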
APJ antag = APJ receptor antagonism. actives 0.32% (n = 330,000). AID 2521. inhibition, % at 20 µM. CHO-K1 APJ beta-arrestin complementation, luminescence. P35414;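 active = inhibition above about 40% at 20 µM, limit read from the data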;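 also: cells challenged with 10 nM apelin-13 agonist together with compound; plate controls were apelin-13 plus DMSO wells for no effect and DMSO wells lacking apelin-13 for full effect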
Target sequence (P35414 whole entry, looked up): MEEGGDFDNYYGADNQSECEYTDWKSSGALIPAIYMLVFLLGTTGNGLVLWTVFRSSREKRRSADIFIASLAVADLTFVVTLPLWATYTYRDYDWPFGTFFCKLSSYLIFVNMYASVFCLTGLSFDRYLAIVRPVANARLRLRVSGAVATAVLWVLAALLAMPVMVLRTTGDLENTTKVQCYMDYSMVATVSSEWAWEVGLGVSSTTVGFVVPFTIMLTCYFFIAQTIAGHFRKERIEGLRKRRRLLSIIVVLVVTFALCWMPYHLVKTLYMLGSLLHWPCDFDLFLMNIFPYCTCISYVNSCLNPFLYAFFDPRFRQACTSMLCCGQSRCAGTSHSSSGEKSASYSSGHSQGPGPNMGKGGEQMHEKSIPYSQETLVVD
UPR CHOP act = activators of apoptotic arm of unfolded protein response (CHOP) | CHO-CHOP luciferase reporter, UPR activation, luminescence; percent of tunicamycin response over DMSO baseline | activation, % at 10 µM | actives 0.34% (n = 330,000) | AID 449763;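 active = at 10 µM dose, activation of 40% or more, normalized to positive control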;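 also: 100% = tunicamycin at 10 µg/mL and 0% = DMSO alone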
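Assay system: CHO cells with stable CHOP pathway luciferase reporter; Buffer or medium: F12 plus 10% serum; Times: 16-18 h cell attachment, then 6 h compound exposure, 37 °C; Signal: luciferase luminescence; Read-out basis: percent activation relative to tunicamycin control; Control set: tunicamycin high control, DMSO low control.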
Jurkat NFkB inh = lowers PMA/ionomycin-induced NF-kB signal in Jurkat cells; actives 0.53% (n = 330,000); AID 435003; PMA/ionomycin-induced NF-kB luciferase reporter, luminescence; inhibition, % at 4 µM; in the data active = inhibition above about 50%
UPR XBP1 act = activators of adaptive arm of unfolded protein response (XBP1). actives 0.33% (n = 330,000). activation, % at 20 µM. CHO-XBP1 luciferase reporter, IRE1-XBP1 UPR activation, luminescence; percent of tunicamycin response, DMSO as zero;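 active = versus positive control, 20 µM dose yields 30% or more activation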;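 also: 100% = tunicamycin at 10 µg/mL and 0% = DMSO only wells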
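Material: CHO cell line with stable XBP1 luciferase reporter; buffer or medium: F12 medium containing 10% fetal bovine serum; compound: single point, 20 µM final compound, 1% DMSO; incubation: 6 h treatment, 37 °C; measured by: glow luminescence from Steady-Glo reagent; evaluation: activation, % of tunicamycin; control set: tunicamycin high, DMSO low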
Mdm2-MdmX inh = human Mdm2/MdmX binding inhibition; inhibition, % at 8 µM; actives 3% (n = 330,000); SaOS-2 split-luciferase Mdm2/MdmX complementation, luminescence; O15151+Q00987; AID 485346;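 active = inhibition of at least 50% at 8 µM in the primary screen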
697 NFkB inh = lowers PMA/ionomycin-induced NF-kB signal in 697 B cells; AID 435022; actives 0.33% (n = 330,000); 697 B-cell NF-kB luciferase reporter, 16 h; inhibition, % at 4 µM; in the data active = inhibition above about 35%
APJ ag = activates the human apelin receptor APJ. CHO-K1 APJ PathHunter beta-arrestin, luminescence; 0% DMSO wells, 100% apelin. actives 0.11% (n = 330,000). P35414. activation, % at 20 µM;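 active = activation more than six SD over the plate average, tested at 20 µM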;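 also: 0% = DMSO alone and 100% = apelin-13 at 10 nM; some results filed as inactive read as strong as hits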
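Test system: CHO-K1 APJ beta-arrestin complementation cell line. Amount: cell density 1000 per well. Controls: DMSO negative, 10 nM Apelin-13 positive. Signal: luminescent beta-gal fragment complementation, chemiluminescent substrate. Read-out basis: agonist-driven arrestin binding to APJ. Timing: compound stimulation 90 min at 25 °C, detection 60 min.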
The depositor's hits bear a star.

SMILES | tim23-1 inh | APJ antag | UPR CHOP act | Jurkat NFkB inh | UPR XBP1 act | Mdm2-MdmX inh | 697 NFkB inh | APJ ag
C=CCN(C(=O)c1csnn1)C(C(=O)NC1CCCC1)c1ccccc1F (stereo not drawn) | 4 | -3 | 0.1 | 18 | -4 | 3 | 3 | -1
O=C(COC(=O)C1CCCCC1)Nc1ccc([N+](=O)[O-])cc1 | 3 | 8 | -0.4 | 15 | -3 | -1 | 3 | -3
O=S(=O)(CCN1CCOCC1)c1ccc(Cl)cc1 | 9 | 1 | -1.4 | -4 | 1 | 20 | 2 | -3
CCc1ccccc1Nc1nc(N)nc(CSc2nnnn2C)n1 | 10 | -4 | 0.3 | -9 | -1 | -8 | 10 | -2
O=C(c1ccc(N2CCOCC2)c([N+](=O)[O-])c1)N1CCN(Cc2ccccc2)CC1 | 5 | 0 | 2.0 | 9 | 0 | -6 | -5 | 0
COc1ccc(C(=O)NNc2cc(C)nc(NNC(=O)c3ccc(OC)cc3)n2)cc1 | 14 | 14 | 0.3 | -19 | 1 | -7 | 2 | -3
O=C(O)CCNS(=O)(=O)c1ccc2ccccc2c1 | -2 | 12 | -1.7 | -5 | 1 | -11 | -2 | -7
O=C1C=C(c2cccc(Cl)c2)C[C@@H](c2ccc(Cl)cc2)C1 | 39 | -5 | -1.2 | 19 | -2 | 2 | 17 | -3
CN(C)c1oc(-c2ccco2)nc1C#N | 3 | -20 | -2.3 | 4 | 1 | -2 | -3 | 5
O=C1C(Cl)=C(NCc2cccnc2)C(=O)c2ccccc21 | 69* | -69 | 3.8 | -1 | -4 | 14 | -13 | 2
O=C(Nc1cccc(C(=O)N2CCCc3ccccc32)c1)c1ccccc1 | 45 | 3 | 1.6 | 18 | -3 | 40 | -4 | -4
O=C(NCc1ccco1)c1nn2cccnc2c1Cl | -1 | -4 | 3.3 | 1 | -2 | 21 | 15 | -6
CN(C)/C=C(\C#N)C(=O)N/N=C(\CC(=O)C(F)(F)F)c1ccco1 | 4 | 18 | -1.9 | 5 | 1 | 5 | -1 | -2
COc1cccc(NC(=O)CN2C(=O)NC(C)(c3ccc(C)cc3)C2=O)c1 (stereo not drawn) | 7 | 16 | 1.6 | -5 | 3 | -42 | -2 | 0
CC1CCN(c2nc3ccccc3nc2N2CCC(C)CC2)CC1 | 23 | -19 | -0.6 | 2 | 2 | 1 | -24 | 3
CCC1(c2ccccc2)NC(=O)N(CC(=O)N(C)CC(=O)Nc2ccc(F)c(F)c2F)C1=O (stereo not drawn) | -2 | -47 | -0.8 | -5 | 1 | 13 | 3 | -3
Cc1cc(C)nc(SCc2ccc(C(=O)N/N=C3\CCCC(=O)C3)cc2)n1 | 2 | 2 | -0.7 | 4 | -1 | -2 | 18 | -3
Cc1ccc(C2(C)NC(=O)N(CC(=O)Nc3cc(C)on3)C2=O)cc1 (stereo not drawn) | 5 | 2 | -2.2 | 1 | -3 | 5 | 17 | -3
COc1ccc(/C=N/NC(=O)CC(=O)NC2CCCCC2)cc1 | 2 | 12 | 1.4 | 1 | 0 | 2 | 9 | -2
COc1cc(C2=CCN(C(C)=O)CC2)ccc1OC(C)=O | -10 | -46 | -0.1 | -8 | 6 | 3 | 22 | -2
CCN1CCN(C(=O)CN(CC)S(=O)(=O)c2ccc3ccccc3c2)CC1 | -14 | -8 | -0.4 | 2 | -5 | -1 | -1 | -1
CCC(=O)C(C#N)(c1ccc(OC)c(OC)c1)C(C)C (stereo not drawn) | 12 | -4 | 0.1 | -3 | -2 | 20 | 5 | -2
COc1cccc(-n2nc(C(N)=O)c(O)cc2=O)c1 | 7 | 14 | -1.1 | -2 | -3 | 16 | 11 | 0
CCC(c1nnc(SCCNCCO)n1CCN1CCOCC1)N(C)C (stereo not drawn) | -1 | 14 | -0.7 | -8 | -4 | 4 | 11 | -2
Cc1csc(CN(C)C(=O)CC2C(=O)NCCN2Cc2ccc(-c3ccccc3)cc2)n1 (stereo not drawn) | 16 | -13 | -1.9 | -16 | 1 | 7 | 7 | 3

Further structures
SMILES | tim23-1 inh | APJ antag | UPR CHOP act | Jurkat NFkB inh | UPR XBP1 act | Mdm2-MdmX inh | 697 NFkB inh | APJ ag
CCc1ccc(N(C(C)=O)C2C=CS(=O)(=O)C2)cc1 (stereo not drawn) | 1 | -1 | -1.7 | 2 | 1 | 10 | 3 | -1
COc1ccc(NC(=O)CCNS(=O)(=O)c2cccc3nonc23)cc1 | -5 | 5 | 0.8 | 15 | -4 | 16 | 7 | 1
CCC(C)NC(=O)CCn1c(-c2ccc(F)cc2)cc(C(C)=O)c1C (stereo not drawn) | 0 | 12 | -1.1 | 6 | -1 | -8 | 16 | -1
CCc1nnc(NC(=O)CSc2ccc(-c3nc4ccccc4[nH]3)cn2)s1 | 14 | -10 | 6.2 | -21 | 6 | -18 | 3 | 3
COc1ccc(S(=O)(=O)NCC(=O)NCc2cc(=O)n(C)c(=O)n2C)cc1F | 6 | 5 | -2.3 | -18 | 0 | -18 | -47 | 16
COc1cc(NC(=O)CCN2CCN(CCO)CC2)cc(OC)c1 | 7 | -6 | -0.5 | 0 | -3 | 45 | -4 | -2
O=C(NCCCn1ccnc1)c1nc(Cn2cc(Br)cn2)no1 | 9 | -2 | -1.6 | -6 | -3 | 4 | -23 | -3
Cc1ccc(-n2c(SCc3cc(=O)n4ccsc4n3)nnc2-c2cccnc2)c(C)c1 | -7 | 19 | -1.1 | 0 | -2 | 2 | 6 | -2
COc1ccccc1NS(=O)(=O)c1cccc(C(=O)NCc2ccco2)c1 | 10 | 10 | 1.4 | 17 | -2 | 14 | 12 | -3
O=C(Oc1nsnc1N1CCOCC1)N1CCCC1 | 2 | 9 | 0.4 | -6 | 5 | 12 | 17 | 5
CCc1nnc2n1N=C(c1ccc(Cl)cc1Cl)CS2 | 16 | -26 | 0.7 | 13 | 4 | 16 | -10 | 6
O=C(Nc1cccc(S(=O)(=O)c2cccc(NC(=O)C3CC3)c2)c1)C1CC1 | 5 | -1 | -2.9 | 10 | -2 | 26 | -36 | -2
Cc1ccc(S(=O)(=O)c2nnn3c2nc(N2CCC(C(N)=O)CC2)c2ccccc23)cc1 | -6 | -2 | 1.9 | -4 | -2 | 5 | -1 | -1
O=C(Nc1ccc2oc(-c3cccnc3)nc2c1)c1ccco1 | 34 | -13 | 2.7 | -18 | 2 | -5 | -5 | -2
COC(=O)C(CCSC)NC(=O)CNC(=O)C1CCCCC1 (stereo not drawn) | -8 | -7 | 2.4 | -4 | 2 | 15 | 29 | -8
S=C(NCC1(c2ccccc2)CCCC1)Nc1ccccc1 | 20 | 12 | 2.9 | 8 | -3 | 12 | -19 | -1
CCc1noc(C)c1C(=O)Nc1nc(-c2cccs2)cs1 | 26 | 14 | 2.8 | -7 | 0 | -12 | -85 | 13
CCOC(=O)c1sc(-c2ccc(OC)cc2)cc1N | 25 | 10 | 8.8 | -117 | 9 | -225 | -120 | 1
COc1ccc(C2=NC(c3ccccc3)CO2)cc1 (stereo not drawn) | 21 | 2 | -3.6 | -40 | -5 | -21 | -92 | -2
CCCCCCSc1cccc(-c2nc3ccc(C)cn3c2NC2CCCCC2)c1 | 3 | 1 | -1.3 | -2 | 1 | 25 | 1 | -7
COc1cc2c(cc1OC)CN(C(=O)CCNS(=O)(=O)c1ccccc1F)CC2 | 2 | 18 | 0.4 | 1 | -3 | 19 | -2 | -2
CSCCC(NC(=O)CCN1C(=O)c2ccccc2C1=O)C(=O)O (stereo not drawn) | -1 | 3 | -1.0 | -1 | -2 | -5 | 5 | -2
COc1ccccc1CNS(=O)(=O)c1ccc(Br)s1 | 26 | -4 | 0.8 | -11 | -3 | 8 | -5 | 1
Cn1ccs/c1=N\C(=O)Nc1ccccc1 | 15 | -19 | 3.4 | -46 | -2 | -76 | -37 | -3
CCOC(=O)c1cc(C#N)c(C)nc1N(CC)CC | -2 | 17 | 1.7 | 3 | 0 | -3 | 6 | -5

(continued)
SMILES | tim23-1 inh | APJ antag | UPR CHOP act | Jurkat NFkB inh | UPR XBP1 act | Mdm2-MdmX inh | 697 NFkB inh | APJ ag
COc1cccc(NC(=O)CN(C)C(=O)c2sc3cc(Cl)ccc3c2Cl)c1 | 37 | 14 | 1.4 | 11 | 0 | -5 | -19 | 1
COc1cc(NC(=O)Nc2cccc3cccnc23)cc(OC)c1OC | 31 | 5 | 1.7 | -9 | 5 | 12 | 11 | 1
C#CCSc1nsc(SCC#C)c1C#N | 0 | 11 | -0.9 | 22 | 2 | 20 | 19 | -2
O=C(Cn1c(=O)oc2ccccc21)N1CCCCC1 | -5 | -2 | -1.8 | 2 | 2 | -12 | 2 | -1
CC(=O)N1CCN(S(=O)(=O)c2ccc(C)cc2)C1C(C)C (stereo not drawn) | 9 | 4 | -1.6 | 11 | -3 | 2 | 23 | -5
Cc1cccc(OCC(=O)N(Cc2ccccc2)c2c(N)n(Cc3ccccc3)c(=O)[nH]c2=O)c1 | 17 | 5 | 2.2 | 3 | 4 | -3 | 16 | -3
COc1ccccc1CNCc1ccc(C)cc1 | -13 | 7 | 0.0 | -3 | -7 | 7 | 3 | 0
Cc1ccccc1C(=O)N[C@H](C(=O)Nc1ccc(Cl)c(Cl)c1)C(C)C | -2 | 6 | 0.7 | -11 | 1 | 15 | -13 | 1
O=C(CSc1nnc(C2CC2)n1C1CC1)c1ccc(F)cc1 | -1 | 5 | 1.0 | -23 | -1 | -9 | -3 | 0
Cc1ccc(-n2c(C)cc(C(=O)CSc3nnc4ccccn34)c2C)cc1 | 26 | -19 | 3.8 | -82 | 0 | -86 | -102 | -4
Cn1c(=O)n(C)c2cc(C(=O)Nc3ccc(Br)cc3)ccc21 | 1 | 5 | 7.1 | -19 | 3 | 57* | 10 | -1
CS(=O)(=O)N(Cc1ccco1)Cc1ccccc1Cl | 12 | 15 | -2.2 | -4 | 0 | 17 | 9 | -4
COCCN1Cc2cccc(C(=O)Nc3cccnc3)c2C1=O | 9 | 3 | -0.9 | -15 | 0 | 13 | -3 | -1
O=C(NCCCCNC(=O)c1ccccn1)c1ccccn1 | -34 | -33 | -0.1 | -24 | 1 | 14 | 8 | -2
CCOC(=O)Cc1c(C)[nH]n(-c2ccccc2)c1=O | 20 | -4 | 0.6 | 4 | 1 | 19 | -2 | 1
O=C(c1ccc(Br)cc1)N1CCN(Cc2ccccc2)CC1 | 17 | 12 | -0.5 | 18 | -2 | -5 | -5 | -1
CCNc1c(NC(=O)COc2ccc(Cl)cc2)c(=O)oc2ccccc12 | 5 | 26 | 3.1 | 11 | 3 | 17 | 12 | 3
